# ERK EGF inh = blocks ERK signaling stimulated by EGF; HEK293-V1b, EGF-stimulated phospho-ERK AlphaScreen; actives 0.41% (n = 130,000); Potency, µM (series often up to 11.5 µM), without a hit: at the highest dose activity change, negative = inhibition, most hits filed as inhibitors; AID 1454; active = well fitted inhibition curve with a large enough effect; inconclusive = small, poorly fitted or top-dose-only effect, or effect the other way;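 note: plate controls were stimulated vehicle wells for no effect and unstimulated vehicle basal for full effect; nearly all actives have a fitted effect of over 55% in size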
#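 HEK293 cells stably expressing V1b receptor, serum-reduced (1% FBS) overnight, got compound for 30 min at 37C, then 25 nM EGF for 5 min. Lysate phospho-ERK read by AlphaScreen SureFire; AC50 from Hill fits.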
# * marks the source's active call; other numbers are inactive results; ? = inconclusive; [ ] = another dose, or the depositor's remark. Potency is the fitted concentration of half-maximal effect. Some of the compounds tested (hit frequency here may not be typical).
# The opening 4 entries (preview)
SMILES,ERK EGF inh
O=C(CN1C(=O)NC2(CCCCC2)C1=O)Nc1ccc(N2CCOCC2)cc1,-3.9%
Cc1cc(OCCCCOc2ccc(C#N)cc2)ccc1[N+](=O)[O-],-4.5%[57.5 µM]
O=C(NCc1ccco1)/C(=C\c1cccs1)NC(=O)c1ccccc1,-1.4%
CC(=O)c1ccc(OCCOc2ccc(C#N)cc2)cc1,-4.6%[57.5 µM]

# The list itself (from the top)
SMILES,ERK EGF inh
O=C(CN1C(=O)NC2(CCCCC2)C1=O)Nc1ccc(N2CCOCC2)cc1,-3.9%
Cc1cc(OCCCCOc2ccc(C#N)cc2)ccc1[N+](=O)[O-],-4.5%[57.5 µM]
O=C(NCc1ccco1)/C(=C\c1cccs1)NC(=O)c1ccccc1,-1.4%
CC(=O)c1ccc(OCCOc2ccc(C#N)cc2)cc1,-4.6%[57.5 µM]
COc1ccc(NC(=O)CSc2nnc3c4c(nc(-c5ccccc5)n23)CC(C)(C)OC4)cc1,2.3%
Cc1cc(=O)c2c(O)c3c(O)cc(=O)c4c3c3c(cc(O)c1c23)C(C)(C)C=4O,-14.5%
c1ccc(Cn2c(-c3ccccc3)c[n+]3c2SCCC3)cc1,-0.3%[57.5 µM]
Cc1c(C(=O)O)oc2c1/C(=N\O)CC(C)(C)C2,3.1%
COc1ccc(CCCO[C@@H](Cn2ccnc2)c2ccc(OC)cc2)cc1,-14.6%
COc1cc(/C(C)=N/NC(=O)CSc2nncn2C)ccc1OCc1ccccc1Cl,5.2%
CCC(C)(C)NC(=O)c1sccc1Oc1ccc(F)cc1[N+](=O)[O-],0.6%
O=C(CN1C(=O)CC(c2ccccc2)S(=O)(=O)c2ccccc21)N1CCOCC1 (stereo not drawn),1.0%
O=C(Nc1ccccc1C(=O)O)c1ccc(Br)c(S(=O)(=O)NCc2ccccc2)c1,6.2%
Cn1nnnc1SCc1ccc([N+](=O)[O-])cc1,-6.4%
COc1ccccc1C(c1nnnn1Cc1ccccc1)N1CCN(C2CCCC2)CC1 (stereo not drawn),-2.6%
C=CCn1c(SCc2ccc(C(=O)O)cc2)nc2sc(C)c(C)c2c1=O,-3.3%[57.5 µM]
O=c1cc(C(F)(F)F)nc(-c2ccccc2OC(F)(F)F)[nH]1,-5.9%[57.5 µM]
CCOC(=O)C1=NN(c2ccc(Cl)cc2)C(=O)C1,0.7%[57.5 µM]
C/C=C/C(=O)N1CC2(CC(c3cccc(NC(=O)COc4ccc(Cl)cc4)c3)=NO2)C[C@@H]1C(N)=O (stereo partly drawn),-1.7%[57.5 µM]
COc1cc(C(=O)NCCN2C(=O)S/C(=C\c3cccs3)C2=O)cc(OC)c1OC,-8.8%

# An excerpt taken from the entries so far, for reference:
SMILES,ERK EGF inh
C=CCn1c(SCc2ccc(C(=O)O)cc2)nc2sc(C)c(C)c2c1=O,-3.3%[57.5 µM]
O=c1cc(C(F)(F)F)nc(-c2ccccc2OC(F)(F)F)[nH]1,-5.9%[57.5 µM]
CCOC(=O)C1=NN(c2ccc(Cl)cc2)C(=O)C1,0.7%[57.5 µM]
C/C=C/C(=O)N1CC2(CC(c3cccc(NC(=O)COc4ccc(Cl)cc4)c3)=NO2)C[C@@H]1C(N)=O (stereo partly drawn),-1.7%[57.5 µM]
COc1cc(C(=O)NCCN2C(=O)S/C(=C\c3cccs3)C2=O)cc(OC)c1OC,-8.8%

# (more compounds)
SMILES,ERK EGF inh
O=C(NCCCN1CCOCC1)C(=O)NCc1ccccc1,-9.8%
CCCc1ccc(C#N)c(SC2CC(=O)N(c3ccc(OC)cc3)C2=O)n1 (stereo not drawn),3.9%
Cc1cc(=O)oc2cc(NC(=S)NCc3ccccn3)ccc12,-7.6%
Cc1cc(Oc2ccc(C)c(Cl)c2)nc(SCC(=O)c2ccccc2)n1,0.4%
COC(C[C@H]1O[C@H]1[C@H](O)COCc1ccccc1)OC,1.7%[57.5 µM]
CCn1ncc(-c2csc(N)n2)c1C,10.1%
CCC(C)NC(=O)CNC(=S)N(Cc1ccccc1F)C1CCCCC1 (stereo not drawn),-3.2%
CCN(CC)CC(C)CNC(=O)CN1C(=O)CSc2ccc(S(=O)(=O)N3CCOCC3)cc21 (stereo not drawn),3.3%
CC(C)Cc1csc(NC(=O)c2ccc(F)cc2)c1C(=O)O,-5.4%
NC(=O)CN1CCN(c2cccc(Cl)c2)CC1,2.5%
CCOc1ccc(-n2cccc2C=O)cc1,-6.0%
CCN1CCN(CCNC(=O)c2cn(Cc3ccccc3F)nn2)CC1,7.4%
N=C(N)SCc1cn(-c2ccccc2)nc1-c1ccc(Br)cc1,?
CCOc1cc2nc3c4ccccc4n(C)c3nc2cc1OCC,12.8%
COC(c1ccccc1)c1nnc(CCC(=O)N(C)CCCC2CCCC2)o1 (stereo not drawn),-1.5%
CCN(CC)S(=O)(=O)c1cccc(C(=O)N/N=C/c2ccccn2)c1,6.1%
O=C1C=CC(=O)N1c1ccc(N2CCCCC2)cc1,2.0%
COc1ccc(-c2nn(-c3ccccc3C)cc2CNCc2cccnc2)cc1F,-1.1%
CCc1ccc(NC(=O)CSc2nc3n[nH]c(C)c3c(=N)n2-c2cccc(OC)c2)cc1,-3.6%
COc1cc2oc(-c3ccccc3)cc(=O)c2cc1OC,5.7%
O=C(COC(=O)C1CCN(S(=O)(=O)c2ccc3c(c2)OCCO3)CC1)Nc1ccc(C(F)(F)F)cc1,1.1%
O=C(O)C(Cc1cn[nH]n1)=NO,10.6%[57.5 µM]
CNc1nc(SC)n(C)c(=O)c1N=O,2.1%[57.5 µM]
Cc1ccc([N+](=O)[O-])cc1NC1CC(O)C(CO)O1 (stereo not drawn),-0.9%
COC(=O)Nc1nc2ccc(C(=O)c3cccs3)cc2[nH]1,-2.8%
CNCCCNC(=O)c1ccc(/C=N/O)nc1,1.4%
CCN(CC)C(=O)N(CC)Cc1ccccc1,-6.7%
CN(C)CC1CCCCC1OC(=O)/C=C/c1ccccc1 (stereo not drawn),6.4%[57.5 µM]
O=C(CN1CCN(c2ccc([N+](=O)[O-])cc2)CC1)Nc1nccs1,19.2%
COc1ccc(NC(=S)N/N=C/c2ccc(F)c(F)c2)cc1,-5.5%[57.5 µM]
Cc1cc(NC(=O)CC(C)(C)C)nc2c1c(=O)oc1ccccc12,3.0%
O=C(O)c1ccc(Oc2ccccc2)o1,7.5%[57.5 µM]
Cc1ccc(CN2C(=O)CCC2C(=O)NCc2ccccc2Cl)cc1 (stereo not drawn),-2.1%
Cc1ccc(-c2nc3c4ccccc4ccn3c2CN2CCCCC2)cc1,0.5%[57.5 µM]
O=C(Cn1nc(-c2ccccc2)c2ccccc2c1=O)Nc1ccc(O)cc1,7.3%[57.5 µM]
COCC(C)OC(=O)c1c(N)n(-c2ccc(OC)c(OC)c2)c2nc3ccccc3nc12 (stereo not drawn),5.9%[57.5 µM]
Cc1onc(-c2c(Cl)cccc2Cl)c1C(=O)N=C(N)N1CC(C)OC(C)C1 (stereo not drawn),-2.6%[57.5 µM]
CN(C)c1cc(-c2cccc([N+](=O)[O-])c2)oc(=O)c1Cl,0.3%[57.5 µM]
Cc1c(-c2ccccc2)[n+](=O)c(-c2ccc(Br)cc2)c(C)n1[O-],-2.2%[57.5 µM]
CC(=O)NC(CC(=O)O)C(=O)NC(CCC(=O)O)C(=O)O (stereo not drawn),17.2%
Cc1ccccc1NC(=O)c1c(C)[nH]c(=S)c(C#N)c1-c1ccc(Cl)cc1,-1.4%[57.5 µM]
O=C(Nc1cccc2ccccc12)c1ccccc1NS(=O)(=O)c1cccc2cccnc12,0.7%
CCC(=O)Nc1ccc2oc(-c3cccnc3)nc2c1,-6.1%[57.5 µM]
O=C(N/C(=C/c1ccc(Br)cc1)C(=O)N1CCOCC1)c1cccs1,-19.4%
CCOC(=O)/C=C/C(=O)Nc1ccc(S(=O)(=O)N(C)c2ccccc2)cc1,-7.0%
O=C(COC(=O)CCSc1ccc(Cl)cc1)NCc1ccccc1Cl,-1.0%
Cc1ccc(NC(=O)c2ccc3ccccc3n2)cc1S(=O)(=O)N(C)C,0.2%
O=C1NC(=Nc2ccccc2)c2c1cccc2[N+](=O)[O-],19.7%
Cc1ccc(-n2c(C(C)C)nc3oc4ccccc4c(=O)c3c2=O)cc1,6.7%[57.5 µM]
CCC(CC)C(=O)Nc1ccncc1,-0.3%
C=C1C(=O)C=C2CN(C(=O)c3ccccc3)[C@@](Cc3ccc(OC)cc3)(C(=O)OC)[C@@H]12,12.6µM*
CC(=O)c1ccc(N2Cc3ccccc3C3(CCOCC3)C2=N)cc1,9.8%
CCN1CC(CN(C)Cc2nc(Cc3ccccc3)no2)CC1=O (stereo not drawn),-0.1%
O=C(NC(NC(=O)c1ccccc1)C(=O)c1ccccc1)c1ccccc1,12.5%
CCOC(=O)c1ccccc1NC(=O)c1cn(-c2ccc(OC)cc2)c(=O)c2ccccc12,4.8%
O=[N+]([O-])c1ccc(-c2c[nH]c(=S)[nH]2)cc1,20.5%[57.5 µM]
CC(=O)Nc1ccc(NC(=O)C(C)OC(=O)c2ccccc2Sc2ccccc2C#N)cc1 (stereo not drawn),-0.5%
O=C(NCc1ccco1)C1CC(c2ccccc2O)=NO1 (stereo not drawn),-5.4%
COc1ccc(-c2csc(N3N=C(C)C(C)C3=O)n2)cc1 (stereo not drawn),?
COc1ccccc1C(=O)NC(=S)Nc1ccc(S(=O)(=O)N2CCN(C)CC2)cc1,6.1%

# The listing continues.
SMILES | ERK EGF inh
CCSC(N)=Nc1ccc(C(F)(F)F)cc1 | 22.9%
Cc1ccc(O)c(C(=O)c2cc(C#N)c(=O)n(C(C)c3ccccc3)c2)c1 (stereo not drawn) | -0.2%
O=S1(=O)CC/C(=N/Nc2ccc(C(F)(F)F)cn2)c2cc(F)ccc21 | -6.1%
CC(=O)NCCc1nc2ccccc2n1CCOc1ccccc1 | -1.2%[57.5 µM]
C=CCn1c(SC(C)C#N)nc2sc(CC)cc2c1=O (stereo not drawn) | -3.6%
COc1ccc(NC(=O)Cn2cnc3sc(C)c(S(=O)(=O)N4CCN(C)CC4)c3c2=O)cc1OC | -3.3%
COC(=O)NCC(C)OC(=O)Nc1ccc(Cl)cc1 (stereo not drawn) | -1.3%
Cc1cc(S(=O)(=O)Nc2ccccc2C)ccc1F | 11.1%
CCN1CCC2(CC1)Oc1c(OC)cccc1C1CC(c3cccnc3)=NN12 (stereo not drawn) | -11.7%[57.5 µM]
CC(C)C[C@H](NC(=O)c1nc[nH]c1C(=O)NCC(=O)OC(C)(C)C)C(=O)OCc1ccccc1 | -2.7%[57.5 µM]
C[C@H](c1ccccc1)n1nnc(COCc2ccccc2)c1C#CCOCc1ccccc1 | 6.7%[57.5 µM]
CCCOc1ccc(-c2cc(C(F)(F)F)c(C#N)c(SCC(=O)O)n2)cc1 | 3.2%[57.5 µM]
CNC(=O)c1[nH]cnc1C(=O)N[C@@H](Cc1ccccc1)C(=O)OC(C)(C)C | -7.2%[57.5 µM]
CC(=O)Nc1ccc(OC[C@@H](O)CNC(C)C)cc1 | -8.2%
O=C(Cc1cccc2ccccc12)NCCOc1ccccc1F | 9.0%
CCOCCn1c(CC)nc2ccccc21 | -1.7%
COCCn1c(SCC(=O)Nc2ccccc2C)nc2c(oc3ccccc32)c1=O | -7.6%
O=C(CN1CCCN(Cc2ccc(F)cc2Cl)C1=O)NC1CCCC1 | 2.6%
CCCC[C@@H]1C[C@H]1C(NC(=O)c1ccccc1)c1ccccc1 (stereo partly drawn) | 10.9%
CC(C)COC[C@H](CN(Cc1ccccc1)c1ccccc1)N1CCCC1 | 12.7%[25.7 µM]
CCN1CCN(c2nc(Nc3cc(OC)ccc3OC)nc(Nc3cc(OC)ccc3OC)n2)CC1 | ?
CCn1c2ccccc2c2cc(/C=N/NC(=O)c3ccncc3)ccc21 | -2.5%
Cn1cc(CN2CCC(C(=O)N3CCCC3)CC2)c(-c2ccccc2F)n1 | -7.2%
OCCCN1CCN(CCOc2ccccc2-c2ccccc2)CC1 | 5.6%
COc1ccc([N+](=O)[O-])cc1NS(=O)(=O)c1cccc(C(=O)O)c1 | -9.6%[57.5 µM]
CC(=O)c1cccc(NC(=O)[C@@H](NC(N)=O)C(C)C)c1 | 0.0%
COCCNC(=O)CC(=O)N/N=C/c1ccc(C(=O)OC)cc1 | -3.2%
COc1ccccc1C(=O)NCC(=O)OCC(=O)Nc1cccc(S(=O)(=O)N2CCCCCC2)c1 | 2.5%
CCC(=O)Nc1ccc(C(=O)CN2CCC(C)CC2)cc1 | 4.1%
CC1CC(C)CN(CC(=O)NC(c2ccccc2)c2ccccc2)C1 (stereo not drawn) | -21.3%
CCC(C)(C(=O)Nc1ccccc1C)N(C(=O)CNC(C)=O)c1ccc(C)cc1 (stereo not drawn) | -8.2%
CCOC(=O)c1sc(Nc2nc(C)cc(OC)n2)nc1C | 4.2%
CCOC(=O)c1sc2ncnc(N3CCN(C)CC3)c2c1C | -5.9%
C#CCCOC(=O)N1C2=NC(C(=O)OC)=C(C(=O)OC)[C@@H]3N(Cc4ccccc4)c4ccccc4[C@]23C[C@H]1C(=O)OC | 6.5%[57.5 µM]
COc1cc(OC)c2cc(C(=O)N/N=C/c3cccc(OC)c3O)[nH]c2c1 | ?
CCOC(=O)c1c(C=O)c2sc(C)cc2n1C | 7.9%
Cc1ccc(-n2c(-c3ccccc3)nnc2-c2cccs2)cc1 | -2.6%
Cc1noc(C(=O)NCc2ccco2)c1Cl | -11.9%
C/C(=N\NC(=S)NC(C)C)c1ccc(Cl)c([N+](=O)[O-])c1 | -2.2%[57.5 µM]
CCOC(=O)Cc1cc(-c2ccc(OC)cc2)nc2ccc3ccccc3c12 | 2.0%
CC(C)c1cc(C(=O)NNC(=S)NCc2ccco2)c(O)c(C(C)C)c1 | ?
Cc1nc(N2CCOCC2)nc(N2CCCCC2)c1[N+](=O)[O-] | 0.5%
COc1ccc(C2CCCN2C(=S)Nc2ccc(C)c(C)c2)cc1OC (stereo not drawn) | -7.6%

# Screens (PubChem)
